# Screening results deposited in PubChem by National Center for Advancing Translational Sciences (NCATS).
# TDP1 cell CPT = DT40-hTDP1 cell growth loss with CPT; AID 686979; 420,000 tested, 12% active; Potency, µM (doses to about 46.2 µM), for inactives: at the top dose activity change, negative = growth inhibition, most hits filed as inhibitors; chicken DT40 Tdp1-/-;hTDP1 cells + 20 nM CPT, ATP luminescence, 48 h; further: nearly all actives have a fitted effect of over 55% in size
#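 Chicken DT40 Tdp1-/- cells complemented with human TDP1, 400 cells/well, exposed to compounds plus 20 nM camptothecin for at least 48 h at 37 C; viability read as ATP content by CellTiter-Glo luminescence.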
# KAT2A inh = blocks human GCN5L2 histone acetyltransferase | 390,000 tested, 0.21% active | AID 504327 | GCN5L2 HAT assay, ThioGlo1 CoA-SH fluorescence | Potency, µM (top dose mostly 58.9 µM), for the others: at the highest dose activity change, negative = inhibition, most hits filed as inhibitors | Q92830
# Target sequence (Q92830 whole entry, looked up): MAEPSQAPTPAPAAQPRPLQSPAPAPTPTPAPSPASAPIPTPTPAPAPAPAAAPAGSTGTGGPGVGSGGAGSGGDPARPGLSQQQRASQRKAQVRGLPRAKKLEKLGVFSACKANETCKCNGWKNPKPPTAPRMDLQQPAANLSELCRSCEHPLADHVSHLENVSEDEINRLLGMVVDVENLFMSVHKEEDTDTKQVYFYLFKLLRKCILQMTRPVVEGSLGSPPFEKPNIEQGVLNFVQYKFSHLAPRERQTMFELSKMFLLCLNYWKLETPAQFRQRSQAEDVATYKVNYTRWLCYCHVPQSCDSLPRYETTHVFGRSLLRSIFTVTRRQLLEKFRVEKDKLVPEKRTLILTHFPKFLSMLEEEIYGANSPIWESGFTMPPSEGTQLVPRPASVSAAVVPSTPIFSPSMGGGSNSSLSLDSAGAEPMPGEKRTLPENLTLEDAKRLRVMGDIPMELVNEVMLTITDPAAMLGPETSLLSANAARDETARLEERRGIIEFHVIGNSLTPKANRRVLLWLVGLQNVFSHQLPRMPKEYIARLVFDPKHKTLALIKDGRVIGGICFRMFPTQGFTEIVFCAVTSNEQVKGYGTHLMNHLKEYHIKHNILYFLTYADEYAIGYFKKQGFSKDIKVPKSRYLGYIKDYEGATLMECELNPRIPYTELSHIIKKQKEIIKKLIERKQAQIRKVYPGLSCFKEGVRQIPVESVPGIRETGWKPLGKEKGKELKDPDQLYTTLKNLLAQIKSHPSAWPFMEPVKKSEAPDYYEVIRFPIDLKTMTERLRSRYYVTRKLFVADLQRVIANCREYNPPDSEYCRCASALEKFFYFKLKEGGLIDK
#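 Preincubate 20nM GCN5L2 with compound 15 min, RT → add 50uM ThioGlo1 + 75uM H3(1-25) + 70uM acetyl-CoA → read fluorescence 0 and 20 min. Primary qHTS; fluorescent artifacts likely.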
# TDP1 cell noCPT = qHTS for Inhibitors of human tyrosyl-DNA phosphodiesterase 1 (TDP1): qHTS in cells in absence of CPT. DT40 Tdp1-/- hTDP1 cells, no CPT, ATP luminescence, 48 h. Potency, µM (top dose mostly 46.2 µM), for the others: at the top dose activity change, negative = growth inhibition, hits mostly inhibitors. 420,000 tested, 15% active. AID 686978, 2013; further: nearly all actives have a fitted effect of over 55% in size
#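 Seeded 400 DT40-hTDP1 cells/well (vehicle DMSO, no 20 nM CPT); pinned compounds; ≥48 hr at 37 °C; CellTiter-Glo luminescence as viability measure.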
# Starred values were filed as active, the others as inactive; ? = inconclusive; nt = no result given; & = joins results of further samples; [ ] = another dose, or the depositor's remark. The call rests on the fitted dose curve; in most records, active means well fitted curve in the direction sought with a large enough effect; inconclusive means small, poorly fitted or top-dose-only effect, or another doubt; inactive means no such curve, though single readings can be large; an effect the other way counts as inactive or inconclusive. On the % scale 0 is the no-effect control and ±100 the full control effect; potency means the concentration at half of the fitted maximal effect. A portion of the library; count on the stated rates, not on these rows.
SMILES,TDP1 cell CPT,KAT2A inh,TDP1 cell noCPT
O=C(COC(=O)c1cccs1)Nc1cccc(S(=O)(=O)N2CCCCC2)c1,?,-5%,-14%
Cc1cccc(C(=O)N2CCCC(N3CCN(c4ccc(F)cc4)CC3)C2)n1 (centres undefined),-28%,-2%,-21%
COCCn1c(=S)[nH]c2cc(C(=O)NC3CCCCC3C)ccc2c1=O (centres undefined),?,nt,?
COc1ccc(CN(C(=O)/C=C/c2ccco2)C2CCS(=O)(=O)C2)cc1OC (centres undefined),-6%,-5%,31%[activator]
Clc1ccc(C=NN2CCCCCC2)c(Cl)c1,-12%,nt,?
Cc1ccc(NC(=O)c2cc(S(=O)(=O)N3CCCC(C)C3)cn2C)c(Br)c1 (centres undefined),?,-5%,?
COc1ccc(C(CC(=O)NCc2ccc(Cl)cc2)N2Cc3ccccc3C2=O)cc1OC (centres undefined),18µM*,0%,13µM*
O=C(Nc1ccccc1C(=O)NCCN1CCOCC1)c1ccc(Cl)cc1Cl,-7%,20%,-26%
COC(=O)CSc1nnc(-c2sc3ccccc3c2Cl)o1,-3%,1%,-3%
CNc1nc(Oc2ccccc2C(=O)OC)nc(SC)n1,-9%,2%,0%
O=C(COC(=O)c1ccc2ccccc2n1)Nc1ncc(C(F)(F)F)cc1Cl,-10%,0%,-18%
COc1ccc(NC(C)=O)cc1NC(C)C(=O)Nc1ccc(S(=O)(=O)N2CCCCC2)cc1 (centres undefined),-12%,-5%,-24%
CC1CCN(C(=O)c2[nH]cnc2C(=O)N[C@@H](Cc2ccccc2)C(=O)OC(C)(C)C)CC1,?,-6%,-25%
COc1cccc(CN2CCC(C)(Oc3cccc(Cl)c3)C2)c1OC (centres undefined),?,nt,16µM*
COc1cccc(NC(=O)CSc2nc3ccccc3c(=O)n2C)c1,16µM*,1%,23µM*
COc1cc(O)c(C(CC(=O)N2CCCC2)c2cc(OC)c(OC)c(OC)c2)c(OC)c1 (centres undefined),-6%,-9%,-5%
O=S(=O)(CCOc1ccccc1)c1nc2ccccc2[nH]1,?,-3%,23µM*
CCc1cccc(CC)c1NC(=O)CCS(=O)(=O)c1ccc2c(c1)CCN2C(C)=O,-23%,-1%,-18%
CC1=C(C(=O)N(C(C)C)C(C)C)CC(CC(=O)NCc2cccc3ccccc23)C(=O)N1CCCN1CCCC1=O (centres undefined),-1%,nt,-19%
Cn1c(=N)n(CC(O)c2ccccc2)c2ccccc21 (centres undefined),-9%,2%,-21%
Cc1cc(=O)c2c([nH]1)c(C)cc1[nH]c(C)c(C)c12,?,?,?
COc1cccc(CN(C)C(=O)c2cc(S(=O)(=O)NC3CCCCC3)ccc2C)c1,?,-5%,?
CC(C)Cc1nnc(NC(=O)CCNC(=O)c2ccccc2Cl)s1,-10%,-10%,1%
O=C(c1ccccc1F)N1CCN=C1c1ccccc1,-13%,-5%,-4%
COCCCn1c(Cc2csc(Nc3ccc(F)cc3)n2)nnc1SCC(N)=O,-2%,-5%[0.501 µM],-26%
# (cont.)
SMILES,TDP1 cell CPT,KAT2A inh,TDP1 cell noCPT
O=C(C[n+]1ccccc1)Nc1ccccc1[N+](=O)[O-],6%,-12%,-1%
Cc1ccc(NC(=O)CN2C(=O)c3ccccc3C2=O)c(C)c1,12%,2%,6%
CSc1ccccc1NC(=O)CSc1cccc[n+]1[O-],20%,-3%,-1%
O=C(CCC(=O)N1CCOc2ccccc21)NCCCc1ccccc1,3%,-1%,-27%
CC(=O)N1c2ccc(S(=O)(=O)NCC3CCC(C(=O)Nc4cc(C)ccn4)CC3)cc2CC1C (centres undefined),18µM*,-13%,16µM*
CN1CCN(c2ncc3c(n2)CC(c2ccccc2F)CC3=O)CC1 (centres undefined),-27%,-1%,18µM*
Cc1cccc(OP(=O)(Nc2c(C)n(C)n(-c3ccccc3)c2=O)Oc2cccc(C)c2)c1,-20%,-1%,-7%
Cc1ccc(C)c(NC(=O)C2CCCN(S(=O)(=O)c3cn(C)cn3)C2)c1 (centres undefined),-4%,30%,-4%
O=C(CSCc1c(F)cccc1Cl)NCc1ccco1,-23%,-31%,-7%
Cn1c(SCC(=O)NC2CC2)nnc1-c1cccc(NC(=O)c2ccccc2F)c1,6%,0%,-7%
CCc1ccccc1NC(=O)CSC1=C(C#N)C(c2ccc3c(c2)OCO3)C2=C(CCCC2=O)N1 (centres undefined),-24%,-18%,-15%
COc1ccc(-n2nc([N+](=O)[O-])c(=NCCC3=CCCCC3)n2O)cc1,21µM*,-19%,?
CCOc1ccc(/C=C\c2nc(O)c([N+](=O)[O-])c(=O)[nH]2)cc1OCC,8%,22%,0%
Cc1cc(C)c2cc(C#N)c(N3CCCC3)nc2c1,-14%,-28%,?
CCOC(=O)C1=C(C)N(C)C(=O)NC1c1c(C)nn(-c2ccc(C)cc2)c1Cl (centres undefined),-28%,-5%,?
O=C(O)C(Cc1ccc(O)c([N+](=O)[O-])c1)N1C(=O)c2ccccc2C1=O (centres undefined),15%,nt,-20%
CSc1ccc(/C=N/n2c(Cc3ccc(Br)cc3)n[nH]c2=S)cc1,?,-4%,?
COc1ccc(CCNC(=S)NC(=O)c2c(-c3ccccc3Cl)noc2C)cc1OC,?,-5%,?
CCNC(=O)CN1C(=O)NC(CCc2ccccc2)C1=O (centres undefined),1%,-6%,-2%
COc1cc(CNc2ccc3[nH]c(=O)[nH]c3c2)ccc1OCc1ccccc1F,21µM*,3%&-6%,16µM*
O=C(NCc1cccc(C(F)(F)F)c1)C1CC2Cn3c(nc4ccccc43)C2N1Cc1ccccc1 (centres undefined),-90%,nt,13µM*
O=C(CN(Cc1ccco1)C(=O)c1ccc(Cl)cc1)Nc1ccc(Cl)c(Cl)c1,-7%,-9%,?
O=C(O)/C(=C/c1ccco1)NC(=O)c1ccccc1,-3%,-1%,6%
COCCCNc1ccn2nc(-c3ccc(OCCN4CCOCC4)cc3)cc2n1,?,nt,12µM*
CC1=NN(c2nc(-c3ccc(Cl)cc3)cs2)C(=O)C1,-13%,-30%,-21%

# Laid out differently: 14 of the compounds above.
SMILES	TDP1 cell CPT	KAT2A inh	TDP1 cell noCPT
COc1ccc(-n2nc([N+](=O)[O-])c(=NCCC3=CCCCC3)n2O)cc1	21µM*	-19%	?
CCOc1ccc(/C=C\c2nc(O)c([N+](=O)[O-])c(=O)[nH]2)cc1OCC	8%	22%	0%
Cc1cc(C)c2cc(C#N)c(N3CCCC3)nc2c1	-14%	-28%	?
CCOC(=O)C1=C(C)N(C)C(=O)NC1c1c(C)nn(-c2ccc(C)cc2)c1Cl (centres undefined)	-28%	-5%	?
O=C(O)C(Cc1ccc(O)c([N+](=O)[O-])c1)N1C(=O)c2ccccc2C1=O (centres undefined)	15%	nt	-20%
CSc1ccc(/C=N/n2c(Cc3ccc(Br)cc3)n[nH]c2=S)cc1	?	-4%	?
COc1ccc(CCNC(=S)NC(=O)c2c(-c3ccccc3Cl)noc2C)cc1OC	?	-5%	?
CCNC(=O)CN1C(=O)NC(CCc2ccccc2)C1=O (centres undefined)	1%	-6%	-2%
COc1cc(CNc2ccc3[nH]c(=O)[nH]c3c2)ccc1OCc1ccccc1F	21µM*	3%&-6%	16µM*
O=C(NCc1cccc(C(F)(F)F)c1)C1CC2Cn3c(nc4ccccc43)C2N1Cc1ccccc1 (centres undefined)	-90%	nt	13µM*
O=C(CN(Cc1ccco1)C(=O)c1ccc(Cl)cc1)Nc1ccc(Cl)c(Cl)c1	-7%	-9%	?
O=C(O)/C(=C/c1ccco1)NC(=O)c1ccccc1	-3%	-1%	6%
COCCCNc1ccn2nc(-c3ccc(OCCN4CCOCC4)cc3)cc2n1	?	nt	12µM*
CC1=NN(c2nc(-c3ccc(Cl)cc3)cs2)C(=O)C1	-13%	-30%	-21%

# (next part)
SMILES,TDP1 cell CPT,KAT2A inh,TDP1 cell noCPT
O=[N+]([O-])c1c(NCc2ccco2)ccc2nonc12,12%,-13%,-20%
Cc1cc(C)nc(Sc2ncnc3sc4c(c23)CCC4)n1,-19%,-6%,?
O=C(Nc1ccccc1Cl)N1CCN(c2ccc3nncn3n2)CC1,3%,-6%,-6%
Cc1ccc(-c2c(CN3CCN(c4cccc(C(F)(F)F)c4)CC3)csc2C)cc1,?,-4%,?
O=C(NCCc1ccccc1)C1Cc2c(-c3ccccc3)ccnc2O1 (centres undefined),?,nt,?
O=C(Nc1ccc2ccccc2c1)c1cccc([N+](=O)[O-])c1,-6%,3%,?
O=C(Nc1ccccn1)c1cccnc1,-18%,-4%,-5%
Cc1cccc(C)c1OCC(=O)Nc1nnc(C2CCCO2)s1 (centres undefined),-2%,1%,?
Cc1c(N(C)C(=O)C23CC4CC(CC(C4)C2)C3)c(=O)n(-c2ccccc2)n1C,-18%,-11%,-19%
COc1ccc(C(=O)CSc2nnc3n2CCCN3C(=O)Nc2ccccc2)cc1,?,-2%,?
COC(C(=O)Nc1ccc(C(N)=O)cc1)c1ccccc1 (centres undefined),15%,0%,0%
COC(=O)c1ccc(C(=O)OC)c(NC(=O)CN2CCN(c3ccccc3)CC2)c1,?,-14%,-26%
COc1ccc(C2C(C(C)=O)=C(C)N=c3s/c(=C\c4ccc5c(c4)OCO5)c(=O)n32)c(OC)c1 (centres undefined),-14%,nt,?
Cc1onc(C(=O)NC2CCCCC2)c1[N+](=O)[O-],?,1%,?
COc1ccc(NC(=O)c2sc3ncnc(N4CCN(c5ccccn5)CC4)c3c2C)cc1Cl,21µM*,-11%,5.8µM*
Cc1nc2ccc(NC(=S)NCCCO)cc2nc1C,-11%,2%,-16%
Cc1oc(-c2ccccc2)nc1Cn1c(SCc2cccc(C(F)(F)F)c2)nc2cccnc21,?,-17%,26µM*
COC(=O)c1sccc1NC(=O)c1ccc(Br)s1,-9%,2%,-6%
O=C(COc1ccc2oc3c(c2c1)CCCC3)Nc1ccc(Cl)cc1,?,0%,?
CC1Cc2ccccc2N1C(=O)CCS(=O)(=O)c1ccc2c(c1)NC(=O)CS2 (centres undefined),23µM*,-4%,?
COc1ccc(CN2CCCC(C(=O)N3CCCCC3)C2)cc1OC (centres undefined),-4%,0%,-3%
Cc1[nH]c2ccccc2c1-c1csc(NC(=O)CSCC(=O)O)n1,?,-4%,-25%
Cc1ccc(S(=O)(=O)N(C)c2ccc(C(=O)NCC(c3ccccc3)N3CCCC3)cc2)cc1 (centres undefined),?,nt,21µM*
CCOc1ccccc1Nc1sc(C(=O)c2ccccc2)c(N)c1C(=O)Nc1ccccc1,10µM*,-3%,9.2µM*
Cn1cc(S(=O)(=O)c2ccccc2)c(=O)c2cc(F)c(N3CCN(c4ccccc4)CC3)cc21,?,-1%,?
# Later entries.
SMILES,TDP1 cell CPT,KAT2A inh,TDP1 cell noCPT
CN(C)C(N)=NCCC[C@H](N)C(=O)O,4%,-6%,-13%
CC(=O)Nc1ccc(S(=O)(=O)NN=CCCc2ccccc2)cc1,7%,nt,7%
O=C(OC(C(=O)NC1CCCC1)c1ccccc1F)c1ccco1 (centres undefined),-4%,-2%,0%
O=C(/C=C/c1ccccc1)Nc1ccc2c(c1)C(=O)NC2=O,0%,-10%,-26%
O=C(OCC(O)C1OC(c2ccccc2)OC(COC(=O)c2ccccc2)C1O)c1ccccc1 (centres undefined),?,nt,?
CC(C)(C)c1ccc(C(=O)N2CCCN(C(=O)c3ccc(C(C)(C)C)cc3)CC2)cc1,?,1%,13µM*
CCN(C(=O)Nc1ccccc1)c1ccccc1,?,0%,?
Cc1ccc2c(c1)-c1c(cnn1CC(=O)N1CCN(c3cc(Cl)ccc3C)CC1)CO2,?,0%,?
O=C1C2CCCN2C(=O)N1CCN1CCN(c2ccccc2)CC1 (centres undefined),-22%,1%,-1%
Cc1cc(NC(=O)CCCOc2ccc(Cl)cc2Cl)no1,-29%,-5%,-7%
COc1ccc2c(c1OC)C(=O)OC2Nc1ccccn1 (centres undefined),4%,-18%,-2%
CCCN(C(=O)Nc1cn(CC(C)C)c(=O)c2ccccc12)c1ccc(F)cc1,7.3µM*,-4%,18µM*
O=C(NCC1CCCN1S(=O)(=O)c1cccs1)c1ccc(F)c(F)c1 (centres undefined),?,0%,?
O=C(O)c1ccc(Nc2ccc(Cl)c(Cl)c2)c([N+](=O)[O-])c1,?,1%,2%
C#CCOCCOCCOCCNc1nc(N2CCN(C(=O)CCCCCCCCCCNC(=O)[C@@H](CCSC)n3cc(CCO)nn3)CC2)nc(N2CCN(C(=O)CCCCCCCCCCNC(=O)[C@@H]([C@H](C)O)n3cc(C)nn3)CC2)n1,6.5µM*,-5%,9.2µM*
O=C(NCC1CCCO1)c1onc(CSc2cccc(Cl)c2)c1C(=O)O (centres undefined),-5%,-2%,-5%
COc1ccccc1NC(=O)C(C)OC(=O)CN1C(=O)C2CC=CCC2C1=O (centres undefined),8%,1%,-15%
COc1ccc(/C=C2\CCc3ccccc3C2=O)cc1O,0.52µM*,-6%,0.82µM*
